High-throughput results: PubChem BioAssay, National Center for Advancing Translational Sciences (NCATS)
KDM5B inh: KDM5B demethylase inhibition | KDM5B demethylase, FDH-coupled NADH fluorescence (FDH is formaldehyde dehydrogenase) | Potency, µM (doses to about 57.7 µM), inactives show at the highest dose activity change, negative = inhibition, hits mostly inhibitors | 220,000 tested, 2.6% active | AID 1347165; active = well fitted inhibition curve with a large enough effect; inconclusive = small, poorly fitted or top-dose-only effect; inactive = no such curve, though single readings can be large or run the other way; also: 0% is about no effect; nearly all actives have a fitted effect of over 70% in size
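Measured: NADH fluorescence change, 30 min, RT. System: KDM5BΔAP 200 nM final, H3K4me3 peptide, α-KG, Fe(II), ascorbate, NAD⁺ plus FDH, pH 7.5 HEPES. Compounds: titrated, 10 min pre-incubation with enzyme.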
Numbers without * were called inactive; i = inactive; ? = inconclusive; [ ] = dose if it differs, or a comment. Potency is read from the fitted curve at half-maximal effect.

SMILES	KDM5B inh
CC1(CCCCc2ccccc2)COc2ccc(C(=O)Nc3cccnc3)cc2N1 (stereo not drawn)	28µM*
Cc1ccc(OCC(=O)Nc2cc3nn(-c4ccccc4)nc3cc2C)cc1	-5%
O=C(c1ccccc1)N1CCCC(n2cc(-c3nc(-c4ccccc4)no3)nn2)C1 (stereo not drawn)	-19%
COc1ccc(NC(=O)C2CCCN(S(=O)(=O)c3c(C)[nH]c(=O)[nH]c3=O)C2)c(OC)c1 (stereo not drawn)	-11%
COC(=O)c1[nH]c2cc(OC)ccc2c1NC(=O)CN1CCCCC1C (stereo not drawn)	-5%
Cc1cccc(S(=O)(=O)c2cn(C)c3cc(N4CCN(c5ccccc5)CC4)c(F)cc3c2=O)c1	-9%
Cn1cnnc1SCC(=O)N/N=C/c1ccc(OCC(N)=O)cc1	-10%
CCc1ccc(NC(=O)Nc2ccc3sc(NC(C)=O)nc3c2)cc1	-2%
N#Cc1ccccc1S(=O)(=O)Nc1ccc2c(c1)C(=O)OC2	28%
O=C(NCCCN1CCC(Cc2ccccc2)CC1)c1ccc2nc(N3CCOCC3)sc2c1	7%
COc1ccc(CCc2nc(-c3nnn4c3COC(c3ccc(OC)cc3)C4)no2)cc1 (stereo not drawn)	7%
O=C(NC1CCN(c2cc(-c3ccc(Cl)cc3)[nH]n2)C1)c1ccc(F)c(F)c1 (stereo not drawn)	?
CCN(CC)CCCCC(C(N)=O)c1ccccc1 (stereo not drawn)	10%
Cc1cccc(-c2nc(S(=O)(=O)c3ccccc3)c(N3CCN(c4ccccc4)CC3)o2)c1	0%
Cc1cc(=O)n(CC(=O)Nc2ccc3c(c2)OCCO3)c(N2CCc3ccccc3C2)n1	-29%
Cc1cc(Cl)c(C)c(S(=O)(=O)N2CCN(CC(=O)N3CCOCC3)CC2)c1Cl	-1%
COC(=O)c1ccc(C2CC(=O)Nc3sc(C(=O)Nc4cccc(C(F)(F)F)c4)c(C)c32)cc1 (stereo not drawn)	5%
Cc1c2cnn(-c3ccccc3)c(=O)c2c(C)n1CC(=O)NCc1ccccc1	-26%
O=C(C1CCCC1)N1CC2(CCN(Cc3cccnc3)C2)Cc2ccccc21 (stereo not drawn)	-20%[115 µM]
O=C(NCc1ccncc1)c1ccc(Cn2ccn3nc4c(c3c2=O)CCCC4)cc1	8%
COc1cccc(NC(=O)CSc2nc3ccccc3nc2N2CCOCC2)c1	?
COc1cccc(CNC(=O)CN2C(=O)NC(c3ccccc3Cl)C3=C2COC3=O)c1 (stereo not drawn)	23%
CCOc1ccc2c(n1)CCN(C(=O)Cc1ccccc1)C2	-27%
Cc1nnc(NC(=O)CSCc2cc(=O)c3ccc(C)c(C)c3[nH]2)s1	?
O=C(c1cccc([N+](=O)[O-])c1)N1CCN(CCc2ccncc2)CC1	-19%
Cn1cc(S(=O)(=O)N2CCCC2)cc1C(=O)N1CCN(c2cccc(Cl)c2)CC1	-7%
O=C(NCCN1CCOCC1)c1c[nH]c2ncccc12	-10%[86.2 µM]
Cc1cnc(C2CCOCC2)n1CC1CCN(C(=O)c2cccnc2)CC1	5%
C#CCOc1ccc(OC(=O)c2ccc(OCCCCCC)cc2)cc1	18%
COc1ccc(CCNC(=O)CCCn2c(=O)c3ccccc3n(Cc3cccc(Cl)c3)c2=O)cc1OC	-12%
Cc1nc(Oc2ccccc2Cl)c2c3c(sc2n1)CCC3	11%
COCc1noc([C@@H]2CN(Cc3cn(C)c4ccc(OC)cc34)C[C@H]2C(N)=O)n1	?
COc1cccc(NC(=O)N[C@H]2C[C@@H](c3nc(C)no3)N(C)C2)c1	5%[86.2 µM]
CC(=O)N1C[C@H](NC(=O)c2cccc(C)c2Cl)[C@@H](C(C)C)C1	-11%
O=C(OCc1cc([N+](=O)[O-])cc2c1OCOC2)C12CC3CC(CC(Br)(C3)C1)C2	-8%
COc1cccc(Cn2c(=O)n(-c3cc(C)cc(C)c3)c(=O)c3oc4ccccc4c32)c1	?
NS(=O)(=O)c1ccc(NC(=O)COc2ncnc3ccccc23)cc1	20%
Cc1cccc(NC(=O)N2CCN3CCCCC3C2)c1C (stereo not drawn)	13%
Cc1c(NC(=O)c2nn(C(C)C)c(=O)c3ccccc23)c(=O)n(-c2ccccc2)n1C	3%
c1ccc(CCN(Cc2ccccc2)Cc2cccc(OCc3ccccc3)c2)cc1	?

Fetched by compound from the entries so far, six records:
SMILES	KDM5B inh
COc1cccc(Cn2c(=O)n(-c3cc(C)cc(C)c3)c(=O)c3oc4ccccc4c32)c1	?
CCc1ccc(NC(=O)Nc2ccc3sc(NC(C)=O)nc3c2)cc1	-2%
Cn1cnnc1SCC(=O)N/N=C/c1ccc(OCC(N)=O)cc1	-10%
Cc1cc(Cl)c(C)c(S(=O)(=O)N2CCN(CC(=O)N3CCOCC3)CC2)c1Cl	-1%
CC(=O)N1C[C@H](NC(=O)c2cccc(C)c2Cl)[C@@H](C(C)C)C1	-11%
C#CCOc1ccc(OC(=O)c2ccc(OCCCCCC)cc2)cc1	18%

Carrying on.
SMILES	KDM5B inh
CCOc1ccc(NCc2cccn2-c2nnc(N3CCC(C(=O)NCc4cccc(OC)c4)CC3)s2)cc1	?
O=C(Nc1nnc(-c2ccc(F)cc2)s1)c1ccco1	?
Cc1ccc(C(=O)NCC2CCCO2)cc1S(=O)(=O)N1CCCCC1 (stereo not drawn)	38%
COCCC(=O)N1C[C@@H](Oc2ccccc2)C[C@@H]1C(=O)N1CCOCC1	-21%
CCc1nc2ccc(C(=O)NC3CC3)cc2nc1CC	13%
COC(=O)c1c(-c2ccc(Cl)cc2)noc1N1CCN(c2ccccc2OC)CC1	-7%
CN(Cc1ccccc1)C(=O)c1ccc2c(c1)[nH]c(=O)n2C1CCC(O)CC1 (stereo not drawn)	23%
COCCNC(=O)CCC(=O)NNc1nc2ccccc2c2nc(-c3ccccc3)nn12	-1%
Cc1cc(N2CCCCC2)nc2ccc(NC(=O)CCC(=O)N3CCN(c4cccc(Cl)c4)CC3)cc12	?
Cn1cccc1/C=C(\C#N)c1ccc(F)cc1	6%
CCN(Cc1ccccc1)C(=O)Cn1nc2n(c1=O)CCCCC2	18%
Cc1ccccc1OCCn1cc(C(=O)C2CC2)c2ccccc21	15%
CNC(=O)c1c(NC(=O)Cc2coc3ccc(C)cc23)sc2c1CCCC2	7%
COc1ccc(C(=O)N2CCc3nn(Cc4ccccc4)c(=O)n3CC2)cn1	-35%
Cc1ccc(F)cc1CN1CCOc2cc([S+](=O)([O-])N(C)C)ccc2C1	-22%[86.2 µM]
Cn1c(=O)c2c(nc(NCc3ccccc3)n2Cc2ccc(Cl)c(Cl)c2)n(C)c1=O	1%
CCN(Cc1ccccc1)c1ncnc2c1cnn2-c1ccc(F)cc1	?
COc1ccccc1NC(=O)c1oc2ccccc2c1NC(=O)C(C)C	-28%
CC(C)c1ccc(S(=O)(=O)c2nnn3c2nc(N2CCOCC2)c2sccc23)cc1	?
CCOCCCNc1oc(/C=C/c2cccc(OC)c2)nc1C#N	i
CCC1Oc2ccc(C)cc2N(CC(=O)NCc2ccc(F)cc2)C1=O (stereo not drawn)	3%
CN(C)C[C@@H]1CN(S(C)(=O)=O)C[C@H]1NC(=O)CCc1nc2ccccc2[nH]1	5%
CC(=O)N1CSCC1C(=O)NNS(=O)(=O)c1ccccc1 (stereo not drawn)	-2%
Cc1ccc(NC(=O)c2ccc3c(c2)N(C)C2CCCN2C3=O)cc1 (stereo not drawn)	?
Cc1ccsc1[C@@H]1CCN(Cc2cccn2-c2cccnc2)C[C@H]1O	6%
COc1ccc(/C=C/c2nc3ccccc3o2)cc1OCC(C)C	6%
COCCOc1ccnc(-c2noc([C@@H]3CCCN3Cc3cccc(OC(F)(F)F)c3)n2)c1	-5%
CC1CCCCN1CCCCNC(=O)CCc1ccc(C#N)cc1 (stereo not drawn)	-21%
CC(C)NC(=O)CC[C@@H]1CNC(=O)[C@@H]2C[C@H](NCc3ccc(N(C)C)cc3)CN12	?
O=C(NCCCN1CCOCC1)c1c(F)c(F)c(F)c(F)c1F	16%
CCCOc1ccc(-c2[nH]c3c(c2-c2ccc(OC)cc2)c(=O)[nH]c(=O)n3C)cc1	-15%
CCCNC(=S)Nc1cccc(Cl)c1	-5%
CCOc1ccc(N(Cc2nc3nc(C)cc(C)n3n2)S(=O)(=O)c2ccc(C)cc2)cc1	-1%
COc1ccc(N(C)C(=O)C2CCN(S(=O)(=O)c3cc(Br)cc4c3N(C(C)=O)CC4)CC2)cc1	-1%
O=C(COC(=O)C1(c2ccc(Cl)cc2)CCCC1)Nc1cc([N+](=O)[O-])ccc1Cl	-1%

4 entries from above, as labelled records:
CC1CCCCN1CCCCNC(=O)CCc1ccc(C#N)cc1 (stereo not drawn)
  KDM5B inh: -21%
CC(C)NC(=O)CC[C@@H]1CNC(=O)[C@@H]2C[C@H](NCc3ccc(N(C)C)cc3)CN12
  KDM5B inh: ?
O=C(NCCCN1CCOCC1)c1c(F)c(F)c(F)c(F)c1F
  KDM5B inh: 16%
CCCOc1ccc(-c2[nH]c3c(c2-c2ccc(OC)cc2)c(=O)[nH]c(=O)n3C)cc1
  KDM5B inh: -15%

Not all compounds are listed. The share of hits here may be higher or lower than overall.
